# Chronic BCR inh: qHTS Assay to Find Inhibitors of Chronic Active B-Cell Receptor Signaling. Potency, µM (series often up to 46.1 µM), without a hit: top-dose ratio change, negative = lower green/red ratio, most hits filed as inhibitors. 0.05% of 340,000 active. ABC-DLBCL IkBa-CBG/CBR reporter, luminescence ratio, 4 h. AID 493014, 2011; active means well fitted inhibition curve with a large enough effect in the signal ratio, with a control signal flat, not every such curve was filed as active; inconclusive means small, poorly fitted or top-dose-only effect, or effect the other way, or a change in a side signal; the % refers to the signal ratio;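 further: plate controls were basal doxycycline-induced cells for no effect and cells given 10 µM MG132 for full effect; MG132 reads +100%, hits lower the ratio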
#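 Cell line TMD8 (human ABC DLBCL), stably expressing tet-inducible CBG68-IkBa fusion and CBR; IMDM/0.5% FBS; cpd up to 46 uM; dox induction, 4 h, 37C/5% CO2; dual luminescence; green/red ratio; MG132 control.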
# Starred values were filed as active, the others as inactive; ? = inconclusive. Potency means the concentration at half of the fitted maximal effect. An excerpt, so the mix of outcomes need not match the whole.
Chronic BCR inh | SMILES
-27% | Cc1[nH]c2ccccc2c1C(=O)C(=O)NC1CC(=O)N(c2ccccc2)C1 (centres undefined)
-11% | CCCNC(=O)Cn1nc(C)c2c(C)n(-c3ccccc3)nc2c1=O
0% | COc1ccc(OC)c(CNC(=O)c2cc(=O)[nH]c3ccc(S(=O)(=O)N4CCCCC4C)cc23)c1 (centres undefined)
4% | COC(=O)c1ccc2c(c1)sc(=NC(=O)c1ccc(S(=O)(=O)N3CCCCC3)cc1)n2C
-7% | COc1ccc(-c2cc(C(C)=O)c(C)n2CCC(=O)Nc2ccc(C)cc2Cl)cc1
2% | Cc1ccc(CN2C(=O)CN(C3CCCCCC3)C(=O)C2c2ccc(F)cc2)cc1 (centres undefined)
-3% | CCCn1c2ccccc2c2cnn(CC(=O)N3CCCC(C(=O)OCC)C3)c(=O)c21 (centres undefined)
11% | O=C(NC1CCCC1)c1ccc2c(c1)N(Cc1ccc(F)cc1)C(=O)c1ccccc1S2
0% | CCOc1ccccc1CNC(=O)CN(c1ccc(C)cc1)S(=O)(=O)N(C)C
? | COc1ccc(OC)c(NC(=O)c2c(NCc3cccs3)sc3c2CCCC3)c1
1% | CCN(CC)C(=O)c1sc2c(c1C)c(=O)n(-c1ccc(Cl)c(Cl)c1)c(=O)n2CC(=O)Nc1cccc(OC)c1
? | COc1ccccc1C1C=C(c2ccc(C(C)C)cc2)Nc2nnnn21 (centres undefined)
9% | COc1ccc(NC(=O)N(CCC(C)C)C(C)c2cccs2)c(OC)c1 (centres undefined)
2% | Cc1nc2cc(C(=O)NC3CCCCCC3)ccc2n1-c1ccc(Br)cc1
-1% | COc1ccccc1NC(=O)Cn1c(C)cc(C)c(C#N)c1=O
0% | COc1cccc(N2CC(NC(=O)c3ccc(S(=O)(=O)N4CCCC4)cc3)CC2=O)c1 (centres undefined)
-9% | CC(=O)Nc1cc(C(=O)NCc2ccc(F)cc2)ccc1S(=O)(=O)c1ccc(C)cc1
0% | CCc1cnc2c(c1SCc1c(F)cccc1Cl)c(=O)n(C)c(=O)n2C
9% | O=C(Nc1ccc(Cl)c(C(F)(F)F)c1)c1nc2ccccc2nc1N1CCCCC1
8% | COc1ccc(C(=O)CCC(=O)Nc2ccc(C)c(Cl)c2)cc1
1% | CCc1ccc(NC(=O)CSc2nc(=O)n(Cc3ccncc3)c3c2CCC3)cc1
-2% | CCOc1ccc(CCNC(=O)CCSCc2ccc(Cl)cc2)cc1OCC
4% | CC(=O)Nc1ccc(S(=O)(=O)NCC2CCC(C(=O)NCc3ccccc3Cl)CC2)cc1 (centres undefined)
-1% | CCCC(=O)Nc1cc(C(=O)NCc2ccc(OC)cc2)ccc1S(=O)(=O)c1ccc(Cl)cc1
-28% | CCOc1ccc(NC(=O)c2c(NCc3cccs3)sc3c2CCC(C)C3)cc1 (centres undefined)
9% | COc1cccc(CSc2nc3n(n2)C(c2cccc(F)c2)C(C(=O)Nc2ccccc2C)=C(C)N3)c1 (centres undefined)
-7% | Cc1ccc(CCNC(=O)CCn2nc(-c3ccccc3)ccc2=O)cc1
? | CCc1ccc(Nc2ncnc3c2cnn3-c2cc(Cl)ccc2C)cc1
0% | Cc1ccc(C2C(=O)N(C3CCCCCC3)CC(=O)N2C(C)C)cc1 (centres undefined)
? | COc1ccccc1NC(=O)CSC1=Nc2ccccc2C2=NC(CC(=O)NCc3ccccc3)C(=O)N12 (centres undefined)

Chronic BCR inh | SMILES
-5% | COc1ccc(N2CC(NC(=O)c3ccco3)CC2=O)cc1OC (centres undefined)
1% | CC(C)CNC(=O)C(=O)Nc1c2c(nn1-c1ccc(Cl)cc1)CSC2
-2% | O=C(Cn1nc(C(F)(F)F)c2c1CCCC2)Nc1cccc(Cl)c1
? | Cc1ccc(-n2ncc3c(N4CCN(Cc5ccccc5)CC4)ncnc32)cc1C
0% | Cc1ccc(N2CC(NC(=O)CCc3ccccc3)CC2=O)cc1 (centres undefined)
-37% | O=C(CSc1nc(-c2ccccc2)nc2cc(=O)[nH]n12)Nc1ccccc1
? | COc1ccccc1NC(=O)CSc1nnc(NC(=O)Nc2ccc(C)cc2)s1
3% | COc1cccc(C2c3c(oc4ccc(C)cc4c3=O)C(=O)N2CCCN2CCOCC2)c1OC (centres undefined)
? | Cc1cc(C)cc(N2C(=O)N(CC(=O)c3ccc(Br)cc3)c3ccccc3S2(=O)=O)c1
0% | CCc1ccc(NC(=O)CSC2=Nc3ccccc3C3=NC(CCC(=O)NCc4ccco4)C(=O)N23)cc1 (centres undefined)
4% | Cc1c(Cl)ccc2sc(N3CCN(C(=O)CCS(=O)(=O)c4ccc(F)cc4)CC3)nc12
? | COc1ccc(CNC(=O)c2cnn(-c3ccc(C)cc3)c2-n2cccc2)cc1OC
16% | COc1cccc(C2=C(C(C)=O)Sc3nnc(C4CCCCC4)n3N2C(C)=O)c1
? | O=S(=O)(Nc1cc(F)ccc1F)c1ccc2[nH]c3c(c2c1)CCCCC3
? | CCc1nc(-c2ccc(C)c(S(=O)(=O)N3CCN(c4ccc(C(C)=O)cc4)CC3)c2)no1
0% | COC(=O)c1ccc2c(c1)N(Cc1ccccc1)C(=O)c1ccccc1S2(=O)=O
-6% | CCc1cccc(N2C(=O)N(CC(=O)NCc3cccc(OC)c3OC)c3ccccc3S2(=O)=O)c1
1% | Clc1ccc(N2CCN(c3ncnc4c3cnn4-c3ccccc3)CC2)cc1Cl
-1% | Cc1ccc(S(=O)(=O)NCC2CCC(C(=O)N(C)Cc3ccccc3)CC2)cc1 (centres undefined)
-7% | O=C(Nc1cnc(N2CCC(N3CCCCC3)CC2)c(C(=O)O)c1)c1ccc(Br)cc1
-21% | CCC(Sc1nc2cc3c(cc2c(=O)n1CCCCCC(=O)NCc1ccc2c(c1)OCO2)OCO3)C(=O)NCCCOC (centres undefined)
-4% | Cc1cc(C)cc(N2C(=O)N(Cc3cc(=O)n4ccccc4n3)c3ccccc3S2(=O)=O)c1
-25% | CCOC(=O)C(Cc1c[nH]c2ccccc12)NC(=O)COc1ccc(Cl)cc1 (centres undefined)
13% | CC(=O)c1ccc(NC(=O)CSc2nc3c(=O)n(C)c(=O)n(C)c3n2C)cc1
? | COc1ccc(NC(=O)CSc2nnc(NC(=O)Nc3ccccc3)s2)c(OC)c1
5% | COc1cccc(CNC(=O)c2cc(Sc3cccc(Cl)c3)nc3ccccc23)c1
? | COC(=O)c1ccc(CN(Cc2ccc(OC)c(OC)c2)S(=O)(=O)c2ccc(F)c(C(=O)Nc3cc(C)ccc3C)c2)cc1
15% | CCCCNC(=O)c1cnn2c(C)c(Cc3c(C)cc(C)cc3C)c(C)nc12
15% | O=C(c1ccc2c(c1)N(Cc1cccc(Cl)c1)C(=O)c1ccccc1S2(=O)=O)N1CCCCC1
15% | COc1ccccc1Nc1nc(-c2ccccc2F)nc2ccccc12

Chronic BCR inh | SMILES
? | Cc1ccc(-c2cc(C(=O)NC(C)c3ccccc3)c3ccccc3n2)cc1C (centres undefined)
? | CCCCN(CC)C(=O)CSc1nc2n[nH]c(C)c2c(=N)n1-c1cccc(OC)c1
-5% | CCOC(=O)C1CCN(C(c2ccc(F)cc2)c2sc3nc(-c4ccco4)nn3c2O)CC1 (centres undefined)
13% | Cc1ccc(CNC(=O)CSc2nc(=O)[nH]c3c2CCCC3)cc1
-5% | CN1CCc2c(sc(NC(=O)CSc3ccc(F)cc3)c2-c2nc3ccccc3s2)C1
13% | O=C(CCC(=O)N1CC2CCCN2c2ccccc21)NCc1ccc(Cl)cc1 (centres undefined)
-4% | Oc1c(C(c2cccc(Cl)c2)N2CCOCC2)sc2nc(-c3ccco3)nn12 (centres undefined)
-12% | CCOc1ccc(-c2nnc(SCC(=O)NC(C)CC)nc2-c2ccc(OCC)c(OC)c2)cc1OC (centres undefined)
3% | CC(=O)c1ccc(N2C(=O)N(Cc3cc(C)ccc3C)c3ccccc3S2(=O)=O)cc1
5% | COc1cccc(-c2nc(CS(=O)CC(=O)N3CCN(c4cccc(C(F)(F)F)c4)CC3)c(C)o2)c1 (centres undefined)
-6% | CCOC(=O)c1c(SCC(=O)Nc2nc3ccc(C)cc3s2)nc(=O)[nH]c1C
20% | Cc1c(C(=O)Nc2ccccc2F)sc2ncnc(N(C)C3CCCCC3)c12
-1% | CCc1ccc2nc(N3CCN(C(=O)c4ccco4)CC3)sc2c1
2% | COc1ccc(CC(=O)NCCc2csc(-c3ccc(Cl)cc3)n2)cc1
-1% | CCCc1cc(=O)[nH]c2nnc(SCC(=O)Nc3ccc(OC)cc3)n12
8% | CCN(CC)c1ccc(C(=O)NCc2ccc3c(c2)CCN3C(=O)c2ccccc2)cc1
1% | Cc1cc(C)n(CCc2nc3c4ccccc4nc(SCc4ccc(F)cc4)n3n2)n1
-3% | Cc1ccc(Nc2ncnc3c2cnn3-c2ccc(C)cc2)cc1
-4% | COc1ccc(NC(=O)CCn2cccn2)cc1OC
7% | COc1cccc(CNC(=O)Cc2c(C(=O)O)c(C)cn2C)c1
17% | COc1ccc(C)cc1-n1cnc2cc(C(=O)NC3CCCCCC3)ccc21
0% | CCOc1ccccc1C(=O)NCc1ccc2c(c1)CCN2C(=O)c1ccc(F)cc1
-4% | COc1ccccc1CNc1ncnc2onc(-c3ccc(F)cc3)c12
? | Cc1ccccc1Nc1sc(C(=O)c2ccccc2)c(N)c1C(=O)NCc1ccc(Cl)cc1
? | CCOc1ccc(S(=O)(=O)Nc2ccc3oc(C)c(C(=O)OC(C)C)c3c2)cc1
4% | COc1ccc(-c2nnc(SCC(=O)NC3CCCCC3)nc2-c2ccc(OC)cc2)cc1
? | CCOc1ccc(S(=O)(=O)NCCc2sc3nc(-c4ccc(F)cc4)nn3c2C)cc1
? | O=C(CN1CCN(Cc2ccc(Cl)cc2)C1=O)NCc1ccc(F)cc1
? | Cn1c(SCC(=O)Nc2nc3ccccc3s2)ncc(C(=O)Nc2ccccc2)c1=O
? | O=C(Cn1c(=O)oc2ccccc21)NCc1ccccc1Cl

# 14 structures from above, ordered by length of the SMILES, low to high.
Chronic BCR inh | SMILES
-4% | COc1ccc(NC(=O)CCn2cccn2)cc1OC
-3% | Cc1ccc(Nc2ncnc3c2cnn3-c2ccc(C)cc2)cc1
7% | COc1cccc(CNC(=O)Cc2c(C(=O)O)c(C)cn2C)c1
13% | Cc1ccc(CNC(=O)CSc2nc(=O)[nH]c3c2CCCC3)cc1
2% | COc1ccc(CC(=O)NCCc2csc(-c3ccc(Cl)cc3)n2)cc1
20% | Cc1c(C(=O)Nc2ccccc2F)sc2ncnc(N(C)C3CCCCC3)c12
-4% | Oc1c(C(c2cccc(Cl)c2)N2CCOCC2)sc2nc(-c3ccco3)nn12 (centres undefined)
0% | CCOc1ccccc1C(=O)NCc1ccc2c(c1)CCN2C(=O)c1ccc(F)cc1
-6% | CCOC(=O)c1c(SCC(=O)Nc2nc3ccc(C)cc3s2)nc(=O)[nH]c1C
-5% | CN1CCc2c(sc(NC(=O)CSc3ccc(F)cc3)c2-c2nc3ccccc3s2)C1
8% | CCN(CC)c1ccc(C(=O)NCc2ccc3c(c2)CCN3C(=O)c2ccccc2)cc1
? | Cc1ccccc1Nc1sc(C(=O)c2ccccc2)c(N)c1C(=O)NCc1ccc(Cl)cc1
-5% | CCOC(=O)C1CCN(C(c2ccc(F)cc2)c2sc3nc(-c4ccco4)nn3c2O)CC1 (centres undefined)
5% | COc1cccc(-c2nc(CS(=O)CC(=O)N3CCN(c4cccc(C(F)(F)F)c4)CC3)c(C)o2)c1 (centres undefined)

# 2 compounds picked at random from those above:
Chronic BCR inh | SMILES
? | CCCCN(CC)C(=O)CSc1nc2n[nH]c(C)c2c(=N)n1-c1cccc(OC)c1
1% | Cc1cc(C)n(CCc2nc3c4ccccc4nc(SCc4ccc(F)cc4)n3n2)n1

# Additional structures follow:
Chronic BCR inh | SMILES
5% | CC1=C(C(=O)Nc2ccccc2)C(c2cccc(Cl)c2)n2nc(SCC(=O)c3ccc(C)cc3)nc2N1 (centres undefined)
0% | CCCCNC(=O)CSc1nc2cc3c(cc2c(=O)n1Cc1ccc(C(=O)NCCc2ccc(OC)c(OC)c2)cc1)OCO3
1% | COc1ccc(Cn2ccc3nc(C)c(C(=O)Nc4ccc(OC)c(OC)c4)cc3c2=O)cc1
-19% | Cc1ccc(-n2c(=O)c3c(C)c(C(=O)N(C)C)sc3n(Cc3ccccc3C)c2=O)cc1C
-7% | Cc1cc(Br)ccc1NC(=O)c1sc2ncn(Cc3ccccc3Cl)c(=O)c2c1C
-12% | O=C(NCc1ccccc1Cl)c1ccc2c(c1)N(Cc1ccccc1)C(=O)c1ccccc1S2
9% | COc1ccc(NC(=O)CSC2=Nc3ccccc3C3=NC(CCC(=O)NC4CCCCC4)C(=O)N23)cc1 (centres undefined)
2% | Cc1ccc(NC(=O)CSc2nnc3[nH]c(=O)cc(C)n23)cc1Cl
-2% | CCOc1ccccc1Nc1ncnc2c1c(-c1ccccc1)cn2-c1ccc(OC)cc1
-11% | Cc1ccccc1NC(=O)CN(C)S(=O)(=O)c1cccc2nsnc12
16% | CCCCN(CC)C(=O)c1c[nH]c2ccc(S(=O)(=O)N(C)c3ccc(Cl)cc3)cc2c1=O
-4% | CCOc1ccc(NS(=O)(=O)c2ccc3[nH]cc(C(=O)N(C)C4CCCCC4)c(=O)c3c2)cc1
1% | O=C(COc1ccc2ccccc2c1)NC1CC(=O)N(c2ccc(F)cc2)C1 (centres undefined)
? | COc1ccc(-c2cc(C(C)=O)c(C)n2CCC(=O)Nc2ccc(C(F)(F)F)cc2)cc1
5% | O=C(c1cccs1)N(Cc1cccnc1)c1nc2c(F)cc(F)cc2s1
7% | CCOC(=O)c1c(S(=O)(=O)N2CCCC(C(=O)NCc3ccccc3OC)C2)c(C)n(C)c1C (centres undefined)
0% | O=C(/C=C\c1ccccc1)NC1CC(=O)N(c2ccccc2)C1 (centres undefined)
-7% | CCC(C)NC(=O)CSc1nc2cc3c(cc2c(=O)n1CCCC(=O)NCc1ccc2c(c1)OCO2)OCO3 (centres undefined)
0% | O=C(CSc1nc(=O)n(Cc2ccncc2)c2c1CCC2)Nc1cccc(F)c1
